Cneo AK release = Cryptococcus neoformans lysis via adenylate kinase release; lysis activity, % at 15 µM; AID 651654; C. neoformans lysis, adenylate kinase release luminescence, 4 h; normalised: neutral wells 0, clomiphene wells 100; hit rate 0.2% among 360,000;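 active means mean lysis activity across replicates of at least 80%, whatever share of replicates individually reach that level; inactive means mean lysis activity below 80%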
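Material: C. neoformans cells; Schedule: 4 h static compound exposure, 37 °C, read 1 h post-reagent; Measured by: adenylate kinase release luminescence; Read-out: signal increase indicating cell lysis; Controls: Clomiphene as positive lysis control.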
INS-1E GSIS act = primary screen for activators of insulin secretion dependent on glucose, INS-1E cells, GLuc reporter luminescence. activation, % at 16.6 µM. hit rate 0.61% among 370,000. INS-1E GLuc reporter insulin secretion, 2-3 h;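 active means lowest replicate activation of at least 40%, so every replicate reaches that level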;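 further: 0% = median of neutral control wells and 100% = median of IBMX positive control wells; some compounds called inactive have numbers as strong as hits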
LGR2 antag = Drosophila LGR2 receptor signaling inhibition. HEK293 LGR2, CRE-luciferase, bursicon-stimulated, 4 h. inhibition, % at 9.99 µM. hit rate 0.35% among 380,000. AID 720647;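 active means drop in luminescence signal, shown as inhibition above about 50% in the replicate tests, limit read from the data, passing the limit was not always enough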;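 further: agonist challenge used bursicon conditioned medium at about half maximal strength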
Statin myotox sup = suppression of simvastatin myotoxicity; C2C12 myotubes + simvastatin, ATP luminescence, 48 h; scaled: DMSO 0, geranylgeraniol control 100; rescue of ATP level, % at 7.49 µM; hit rate 0.78% among 330,000; AID 602340;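 active means mean ATP rescue above about 67%, or every replicate alone reaching that limit, limit read from the data, passing the limit was not always enough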;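 further: myotubes were challenged with 10 µM simvastatin during compound exposure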
PglD inh = PglD (C. jejuni) enzyme inhibition | inhibition, % at 12.5 µM | purified PglD enzyme, DTNB colorimetric CoA detection | hit rate 0.098% among 360,000 | AID 602405; in the data active means inhibition above about 16%, passing the limit was not always enough; further: strong numbers were not always called active
ARNT-TACC3 inh = ARNT/TACC3 interaction disruption; inhibition, % at 9.99 µM; hit rate 0.66% among 390,000; AlphaScreen His-ARNT PAS-B/GST-TACC3 binding, luminescence; TACC3 fragment carries E629A point mutation; Q9Y6A5;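 active means mean inhibition of replicates at least 50% and at least half of replicates each reaching 50%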;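 further: 0% = complete ARNT plus TACC3 wells and 100% = ARNT alone without TACC3; many hits fall short of the cut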
PGC1a acetyl inh = modulators of PGC1a acetylation; U2OS PGC1a acetylation, AlphaScreen anti-acetyl-lysine; with virally co-expressed GCN5 acetyltransferase; inhibition, % at 15.6 µM; hit rate 0.17% among 350,000; AID 651687;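 active means every replicate shows inhibition of at least 40%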;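 further: 0% = neutral control wells and 100% = positive control wells; some results beyond the cut were filed as inactive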
PAX8 reporter = PAX8 transcriptional activity inhibition | RMG-I TPO-luciferase reporter, SteadyGlo, 24 h | inhibition, % at 12.6 µM | hit rate 1.2% among 360,000;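 active means mean replicate inhibition at least 60% with every replicate also reaching 60%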;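 further: luciferase light reporting Pax8 driven TPO promoter activity; plate controls were median of neutral control wells for no effect and mitoxantrone controls for full effect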
* hit, by the source's call; x = not tested or not shown; & = joins results of further samples. An unsorted share of the library. Share with any hit: about 2.9%.

Order of results: Cneo AK release	INS-1E GSIS act	LGR2 antag	Statin myotox sup	PglD inh	ARNT-TACC3 inh	PGC1a acetyl inh	PAX8 reporter
1. Cc1ccc(N2C(=O)c3ccccc3C2Nc2ccccc2F)nc1 (stereo not drawn)
 : -6	-4	6	-8	1	-9	x	-66
2. COc1ccc(NC(=O)N(C)C[C@H]2Oc3c(NC(=O)c4ccc(-c5nccs5)cc4)cccc3C(=O)N([C@H](C)CO)C[C@@H]2C)cc1
 : -2	7	-18	x	10	-1	3	x
3. COc1ccc(C(=O)N2N=C(c3cccc(NS(C)(=O)=O)c3)CC2c2cccs2)cc1 (stereo not drawn)
 : -1	20	-17	-14	7	-6	x	17
4. CN(C)c1ccc(/C=C2\Oc3ccc(C#Cc4cccc(N)c4)cc3C2=O)cc1
 : -2	x	x	-19	-4	-7	6	x
5. CNC[C@H]1Oc2ccc(NS(=O)(=O)c3cccs3)cc2C(=O)N([C@H](C)CO)C[C@H]1C
 : -15	23	-8	11	0	6	6	x
6. COc1ccc(C(=O)OCC(=O)NC(C)CCc2ccccc2)cc1 (stereo not drawn)
 : 0	-3	9	6	6	-10	1	-10
7. C[C@H](CO)N1C[C@H](C)[C@H](CN(C)C(=O)Nc2ccc(C(F)(F)F)cc2)OCCCC[C@H](C)Oc2ccc(NC(=O)CCC(F)(F)F)cc2C1=O
 : 0	2	65*	x	0	-10	6	17
8. Cc1cc(C)n(-c2ccc(Cl)c(C(=O)O)c2)n1
 : x	-4	-9	x	x	-6	-7	-2
9. CC(CC(=O)N1CCN(c2ccccc2F)CC1)c1ccccc1 (stereo not drawn)
 : x	-3	3	x	x	32	x	-8
10. CCn1c(SCC(=O)NCc2ccco2)nc2c1c(=O)n(C)c(=O)n2C
 : 1	-4	-14	-5	-4	-5	-1	x
11. COc1ccc(NC(=O)CN(C)C(=O)c2ccc(COc3ccccc3)o2)cc1
 : -1	4	5	12	-3	-3	x	-14
12. CCOC(=O)c1sc(-c2cccs2)nc1C
 : x	5	-40	x	x	-10	x	-71
13. Cc1cc(N)n(Cc2cccs2)n1
 : x	-5	6	x	x	-3	-2	3
14. CSc1nc(N)nc2c1ncn2CC(=O)NCC1CCCO1 (stereo not drawn)
 : -1	2	6	-14	-2	5	2	1
15. COC(=O)c1cc(S(=O)(=O)NCC2CCN(Cc3ccc(C)cc3)CC2)c[nH]1
 : 1	9	2	-4	-1	-1	8	7
16. C[C@H]1CN([C@@H](C)CO)S(=O)(=O)c2ccc(C3=CCCC3)cc2O[C@H]1CN(C)Cc1cccnc1
 : 55	18	11	-16	-1	-3	1	-1
17. Cc1cnccc1CNC(=O)CC1C(=O)NCCN1CC(C)(C)C (stereo not drawn)
 : -1	7	38	1	4	1	10	3
18. CCCCC(=O)Nc1nnc(SCC(=O)NC2CCCC2)s1
 : -2	x	x	3	1	-1	0	-2
19. CCc1noc(C)c1C(=O)OCC(=O)c1ccccc1OC
 : 0	12	10	14	1	x	x	-3
20. CCOC(=O)CSC1=C(C#N)C(c2ccc(Cl)cc2)CC(=O)N1 (stereo not drawn)
 : -1	-11	-32	6	-2	-1	4	-7
21. O=C(CCN1CCCCC1)NCC[C@H]1CC[C@H](NC(=O)c2ccc(F)cc2)[C@@H](CO)O1
 : -5	11	-11	-8	1	-15	0	26
22. O=c1c(N=Nc2ccccc2)c[nH]n1-c1ccccc1
 : 0	x	-53	1	-2	x	-5	-90
23. Cc1cccn2c(=O)c3cc(C(=O)NCC4CCCO4)c(=N)n(CCN4CCOCC4)c3nc12 (stereo not drawn)
 : 0	x	-20	x	5	x	4	6
24. CN(C)S(=O)(=O)N1CCC(Oc2cccc(C(=O)N3CCCCCC3)c2)CC1
 : 1	x	6	2	7	-4	x	x
25. COC(=O)[C@H](Cc1ccccc1)NS(=O)(=O)c1ccc(F)cc1Br
 : 2	-13	-6	5	1	-19	4	-2
26. CC(=O)c1ccc(OCc2c(-c3ccccc3)nnn2CC(=O)NS(=O)(=O)c2ccccc2C)cc1
 : -3	2	6	12	-3	x	1	4
27. C[C@@H]1CN([C@@H](C)CO)C(=O)c2cccc(NC(=O)Nc3ccc(C(F)(F)F)cc3)c2O[C@@H]1CN(C)S(=O)(=O)c1ccc(Cl)cc1
 : 0	19	14	56	3	5	2	x
28. CCCC1(C)C(C#N)C(=O)NC(=O)C1C#N (stereo not drawn)
 : 1	9	-23	4	1	-6	-3	x
29. C/C=C/c1ccc(C2[C@@H]3CN(S(=O)(=O)c4ccc(C)cc4)C[C@H]2N3)cc1 (stereo partly drawn)
 : x	14&-2	-6&11	x	x	x	7&-24	17&15
30. CCSc1ncc(C#N)c(=O)[nH]1
 : -2	14	11	-9	0	-9	3	x
31. Cc1ccc2c(c1)C1CN(C)CCC1N2C(=O)c1ccc(Cl)c(S(=O)(=O)N2CCOCC2)c1 (stereo not drawn)
 : 1	-18	-10	4	2	6	-11	4
32. CCn1c(SCC(=O)c2c[nH]c3ccccc23)nnc1-c1cccs1
 : 0	2	-8	-3	-11	-6	7	x
33. CC(C)(C)C(=O)/C=c1\s/c(=C\c2ccc(-c3ccc([N+](=O)[O-])cc3)o2)c(=O)n1CC(=O)NC(N)=O
 : -1	x	x	-3	3	-14	x	23
34. NC(c1ccccc1)c1csc(Nc2ccc(C(=O)c3ccccc3)cc2)n1 (stereo not drawn)
 : 1	-7	5	-20	8	x	-2	3
35. Cc1ccc(C(=O)N/C(=C/c2ccco2)C(=O)NCCc2c[nH]c3ccccc23)cc1
 : x	3	3	x	x	0	x	12
36. COc1ccccc1C(=O)Nc1cc(Cl)ccc1O
 : 0	x	x	x	1	-5	-3	x
37. COc1cc2cc(CN(Cc3nnnn3Cc3ccccc3)CC3CCCO3)c(=O)[nH]c2cc1OC (stereo not drawn)
 : -25	x	x	x	3	8	-7	x
38. C[C@H]1CN([C@@H](C)CO)C(=O)c2cc(NC(=O)C3CCCCC3)ccc2O[C@H]1CN(C)Cc1ccc(C(F)(F)F)cc1
 : 45	-39	7	x	1	1	-2	x
39. CCC(=O)N[C@@H]1CC[C@@H](CCn2cc(-c3cccc(OC)c3)nn2)O[C@H]1CO
 : -2	7	11	-1	0	11	7	-87
40. CN(C)c1ccc(N=Nc2nc3ccccc3n2C)cc1
 : -9	-5	103*	-23	-1	1	-9	90*
41. CC(C)CCCN1CCN=C1Nc1ccccc1
 : 1	25	-6	10	4	-16	x	-28
42. CNC[C@H]1Oc2ccc(NS(=O)(=O)c3cn(C)cn3)cc2CC(=O)N([C@H](C)CO)C[C@@H]1C
 : 3	24	8	-21	-3	-1	7	-17
43. O=C(C1CCC1)N1CC(=O)N2[C@H](C1)[C@@H](c1ccc(C#CCc3ccccc3)cc1)[C@@H]2CO
 : x	15	7	x	x	x	-6	21
44. COCc1cc(C)nc(SCC(=O)Nc2cccc(C)c2C)c1C#N
 : 2	21	-2	-9	-1	4	-4	x
45. Cn1ccnc1SCC(=O)Nc1ccc2c(c1)OCO2
 : x	14	4	x	x	-4	-2	-17
46. Cc1cc(C)c(S(=O)(=O)N2CCCOC2CNC(=O)C(=O)NCc2ccncc2)c(C)c1 (stereo not drawn)
 : x	-1	-4	x	x	0	x	-5
47. C[C@H]1CN([C@@H](C)CO)C(=O)Cc2cc(NS(C)(=O)=O)ccc2O[C@@H]1CN(C)Cc1ccc(C(=O)Nc2ccccc2N)cc1
 : -1	29	-3	-38	2	-3	-11	4
48. COc1cc(C2C(C(=O)c3ccc(C)o3)=C(O)C(=O)N2c2cc(C)on2)ccc1OCc1ccccc1 (stereo not drawn)
 : 1	-8	12	-12	0	2	3	-3
49. Cc1ccc(S(=O)(=O)N2CCn3cccc3C2C)cc1 (stereo not drawn)
 : -1	10	10	-2	0	x	-11	8
50. Cc1nn(CC(=O)Nc2ccccn2)c(C)c1Br
 : x	35	0	x	x	-6	x	-5

Remaining list, next part.
Order of results: Cneo AK release	INS-1E GSIS act	LGR2 antag	Statin myotox sup	PglD inh	ARNT-TACC3 inh	PGC1a acetyl inh	PAX8 reporter
51. O=C(COc1ccccc1)NCC1COc2ccccc2O1 (stereo not drawn)
 : -2	19	1	9	8	-11	x	-22
52. Cc1ccc2[nH]c(C(=O)N/N=C/c3ccccc3O)c(C)c2c1
 : 3	11	-18	-11	-2	-1	x	-8
53. CO[C@H]1CN(C)C(=O)c2ccc(NC(=O)C3CCCCC3)cc2OC[C@@H](C)N(Cc2cccnc2)C[C@H]1C
 : -9	-6	3	4	-3	23	4	4
54. Cc1ccc(CNC(=O)c2cnc3ccccc3n2)cc1
 : -1	6	-6	3	1	13	-3	4
55. O=C(NCC1CC1)[C@H]1[C@H](CO)[C@H]2Cn3c(cccc3=O)[C@H]2N1Cc1cncnc1
 : -2	0	-18	0	-2	-2	x	x
56. COc1ccc(CN2CCC(C)(Oc3ccc4c(c3)OCO4)C2)c2ccccc12 (stereo not drawn)
 : 21	-30	-20	-9	-2	x	x	-11
57. Cc1c(Cl)cccc1NC(=O)CNC(=O)c1ccco1
 : 0	15	9	19	-3	-6	17	24
58. C[C@H]1CN([C@@H](C)CO)C(=O)CCCn2nncc2CO[C@@H]1CN(C)Cc1ccc2c(c1)OCCN2C
 : -1	9	6	9	-2	0	-8	-10
59. CC(Cc1ccc(Cl)cc1)N1CCC(n2nccc2NC(=O)C2CCCC2)CC1 (stereo not drawn)
 : -1	-11	9	6	6	3	-10	18
60. Fc1ccc(N=C2NN=C(c3cc(F)ccc3F)CS2)cc1
 : x	5	-60	x	x	9	x	-101

Pulled by structure from the entries so far:
Order of results: Cneo AK release	INS-1E GSIS act	LGR2 antag	Statin myotox sup	PglD inh	ARNT-TACC3 inh	PGC1a acetyl inh	PAX8 reporter
59. CC(Cc1ccc(Cl)cc1)N1CCC(n2nccc2NC(=O)C2CCCC2)CC1 (stereo not drawn)
 : -1	-11	9	6	6	3	-10	18
51. O=C(COc1ccccc1)NCC1COc2ccccc2O1 (stereo not drawn)
 : -2	19	1	9	8	-11	x	-22

(next part)
Order of results: Cneo AK release	INS-1E GSIS act	LGR2 antag	Statin myotox sup	PglD inh	ARNT-TACC3 inh	PGC1a acetyl inh	PAX8 reporter
61. CCC(Sc1nc2ncccc2[nH]1)C(=O)NCCc1ccccc1 (stereo not drawn)
 : -3	9	13	-2	-2	0	x	x
62. O=c1c2ccccc2nc2n1C1(CCCCC1)Cc1ccccc1-2
 : 2	2	-14	7	3	-1	-16	x
63. Cc1ccc(C(=O)N2CCCC(Nc3ccc(F)c(F)c3)C2)cn1 (stereo not drawn)
 : -3	1	8	1	0	2	x	0
64. O=S(=O)(Nc1cccc(S(=O)(=O)N2CCCC2)c1)c1ccc(Cl)s1
 : 1	-7	2	21	5	x	10	7
65. Cc1ccc2nc(NC(=S)NC(=O)c3ccc(OC(C)C)cc3)sc2c1
 : x	-2	-21	x	x	6	-1	12
66. C[C@H]1CN([C@@H](C)CO)C(=O)c2cc(NS(C)(=O)=O)ccc2O[C@H]1CN(C)CC1CCCCC1
 : -4	15	3	-10	5	x	8	-4

Screening results as filed in PubChem.
